# NPY1 pot ag: NPY-Y1 receptor potentiators or agonists, primary screen, cell-based; Neuropeptide Y receptor type 1 (Homo sapiens), P25929; NPY-Y1 expressing cells, potentiator/agonist activation; activation, % at 3.6 µM; 220,000 compounds, 0.37% hits; AID 1304, 2008; in the data active = activation above about 33%, passing the limit was not always enough;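 note: cells stimulated with NPY at EC10 then isoproterenol at EC100; 0% = low agonist plus stimulus and 100% = saturating agonist plus stimulus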
# S1P4 agonist: S1P4 receptor agonists, primary screen, cell-based. Sphingosine 1-phosphate receptor 4 (Homo sapiens), O95977. S1P4-expressing cell line, agonist reporter assay. activation, % at 4.98 µM. 220,000 compounds, 0.35% hits. AID 1509, 2009; in the data active = activation above about 11%;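 note: 0% = DMSO vehicle and 100% = reference agonist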
# S1P4 antag: S1P4 receptor antagonists, primary screen, cell-based; AID 1510, 2009; inhibition, % at 4.98 µM; 220,000 compounds, 0.26% hits; S1P4-expressing cells, antagonist mode, reporter read-out; Sphingosine 1-phosphate receptor 4 (Homo sapiens), O95977; in the data active = inhibition above about 29%;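 note: 0% = wells stimulated with agonist and 100% = vehicle wells without agonist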
# Runt-CBFb FRET: inhibitors of RUNX1 Runt–CBFb binding, primary screen, biochemical, FRET, Cerulean-Runt, Venus-CBFb, uHTS | Runt-related transcription factor 1 (Homo sapiens) + Core-binding factor subunit beta … | Cerulean-Runt/Venus-CBFb FRET ratio 530/480, 1 h | inhibition, % at 20 µM | 220,000 compounds, 0.46% hits | AID 1496, 2009;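 active = inhibition over about 50% at 20 µM in the single-dose screen, limit read from the data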;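 note: 0% = DMSO wells and 100% = excess unlabeled CBFb competitor control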
# Target sequence (Q01196 whole entry, looked up): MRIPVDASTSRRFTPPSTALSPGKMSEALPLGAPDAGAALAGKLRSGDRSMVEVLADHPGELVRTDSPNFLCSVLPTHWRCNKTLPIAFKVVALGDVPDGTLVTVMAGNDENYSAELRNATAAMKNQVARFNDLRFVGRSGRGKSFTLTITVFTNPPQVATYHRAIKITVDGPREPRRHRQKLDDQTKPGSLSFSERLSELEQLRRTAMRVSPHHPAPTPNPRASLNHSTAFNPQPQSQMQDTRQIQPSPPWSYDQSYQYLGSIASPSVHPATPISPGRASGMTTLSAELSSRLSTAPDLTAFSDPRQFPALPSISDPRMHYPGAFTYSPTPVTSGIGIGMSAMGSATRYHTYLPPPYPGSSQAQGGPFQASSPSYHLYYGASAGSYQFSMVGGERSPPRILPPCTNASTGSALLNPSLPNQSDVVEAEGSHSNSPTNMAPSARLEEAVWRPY
# Target sequence (Q13951 whole entry, looked up): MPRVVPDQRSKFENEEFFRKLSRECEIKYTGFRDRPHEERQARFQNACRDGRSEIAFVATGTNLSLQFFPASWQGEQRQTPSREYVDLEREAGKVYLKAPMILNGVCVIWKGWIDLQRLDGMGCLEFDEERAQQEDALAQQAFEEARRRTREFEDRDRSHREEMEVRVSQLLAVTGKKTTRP
#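 Measured by: fluorescence energy transfer, 422 nm excitation, 530/480 nm emission; Assay system: Cerulean-Runt domain; Medium: Tris pH 7.5 buffer with BSA; Measure: loss of energy transfer signal; Controls: 5 µM unlabeled CBFb as full-inhibition high control; Incubation: protein complex preformed 1 h, compound exposure 1 h, room temperature, dark.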
# NPY-Y1 antag: NPY-Y1 receptor antagonists, primary screen, cell-based; Neuropeptide Y receptor type 1 (Homo sapiens), P25929; HEK293-CNG Y1 cells, membrane potential fluorescence; NPY at EC95, then isoproterenol; inhibition, % at 3.6 µM; 200,000 compounds, 1% hits; AID 1040, 2008;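 active = inhibition above the campaign mean inhibition of all tested compounds plus 3 SD, cut at about 20% in these data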;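 note: 0% = DMSO wells given NPY plus isoproterenol and 100% = isoproterenol alone without NPY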
#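 Material: Y1- and CNG-channel-expressing HEK293 cells / Probe or stimulus: NPY 25 nM then isoproterenol 1 µM plus Ro 20-1724 25 µM / Doses: 3.6 µM single dose, DMSO 0.4% / Schedule: compound incubation 1 h at room temperature, readout 45 min post-stimulation / Signal: membrane potential fluorescence / Benchmarks: isoproterenol-only wells as full block versus NPY-plus-isoproterenol wells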
# RBBP9 inhibitor: human RBBP9 inhibitors, primary screen, biochemical, fluorescence polarization, FP-Rh probe, HTS; Serine hydrolase RBBP9 (Homo sapiens), O75884; recombinant RBBP9; inhibition, % at 7.94 µM; 220,000 compounds, 0.2% hits;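 active = inhibition above the campaign mean of all tested compounds plus 3 SD, cut at about 14% in these data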;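 note: plate controls were DMSO wells with RBBP9 for no effect and wells lacking RBBP9 protein for full effect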
#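 system = RBBP9 protein | input = RBBP9 at 2.5 µM in dispensed solution, before mixing | measured by = fluorescence polarization (mP), excitation 525 nm, emission 598 nm | incubation = enzyme-compound preincubation 30 min, then probe labeling 45 min, 25 °C | buffer or medium = Tris-NaCl-Pluronic buffer, pH 8.0 | compound = single dose 7.94 µM | also added = FP-Rh probe, 375 nM dispensing solution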
# Ba/F3 V617F tox: reduced viability of JAK2V617F-dependent Ba/F3 cells, primary screen, JAK2V617F inhibitor project, cell-based, Ba/F3 EpoR-JAK2V617F, luminescence; AID 1446, 2008; 220,000 compounds, 1.1% hits; ATP luminescence; inhibition, % at 5.6 µM;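 active = inhibition above the campaign mean plus 3 SD over all tested compounds, cut at about 24% in these data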;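 note: cytokine-independent growth of Ba/F3 cells driven by EpoR plus mutant JAK2; 0% = DMSO-treated cells and 100% = JAK inhibitor I control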
# NPY2 pot ag: NPY-Y2 potentiators or agonists, primary screen, cell-based; activation, % at 3.6 µM; 220,000 compounds, 0.45% hits; Neuropeptide Y receptor type 2 (Homo sapiens), P49146; AID 1359, 2008; cells expressing NPY-Y2, potentiator/agonist read-out; in the data active = activation above about 27%;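 note: cells stimulated with NPY near EC25 plus isoproterenol at EC100; 0% = vehicle plus submaximal agonist and 100% = vehicle plus saturating agonist; some results beyond the cut were filed as inactive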
# Target sequence (P49146 whole entry, looked up): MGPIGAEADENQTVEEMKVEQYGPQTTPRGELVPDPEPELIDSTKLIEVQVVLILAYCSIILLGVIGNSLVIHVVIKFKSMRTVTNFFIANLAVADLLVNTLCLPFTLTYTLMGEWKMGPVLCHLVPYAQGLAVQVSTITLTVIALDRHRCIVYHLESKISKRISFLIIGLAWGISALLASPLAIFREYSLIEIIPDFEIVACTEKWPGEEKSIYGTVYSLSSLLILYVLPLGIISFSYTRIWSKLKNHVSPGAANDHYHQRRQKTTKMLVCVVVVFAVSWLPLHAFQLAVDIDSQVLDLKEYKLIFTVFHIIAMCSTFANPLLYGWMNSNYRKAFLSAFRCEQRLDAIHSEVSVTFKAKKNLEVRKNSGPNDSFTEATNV
# BaF3 tox: parental Ba/F3 cell viability inhibition, counter-screen for JAK2V617F inhibitor project, murine pro-B, CellTiter-Glo luminescence. 220,000 compounds, 1.1% hits. inhibition, % at 5.6 µM. AID 1486, 2009. CellTiter-Glo ATP luminescence;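 active = inhibition above a per-campaign cutoff, the mean inhibition of all tested compounds plus 3 SD, cut at about 27% in these data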;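 note: 0% = DMSO wells and 100% = JAK Inhibitor I control wells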
# Numbers without * were called inactive; nt = no result given.
canonical_smiles,S1P4 antag,NPY2 pot ag,S1P4 agonist,BaF3 tox,Runt-CBFb FRET,NPY-Y1 antag,Ba/F3 V617F tox,NPY1 pot ag,RBBP9 inhibitor
c1ccc(N2CCN(c3ncnc4c3oc3ccccc34)CC2)cc1,-7,-24,-1.7,2,-2,23*,0,-14,-7
Brc1cccc(OCCn2ccnc2)c1,-8,-1,-1.2,4,0,6,-4,16,-14
Cc1cc(Cl)ccc1NC(=S)Nc1cccnc1,-8,-2,-0.8,4,1,3,-1,4,-4
CC(=O)NCCNC(=O)c1ccc(NC2=NC3CS(=O)(=O)CC3S2)cc1 (configuration not stated),-20,11,0.6,0,0,nt,-3,16,-9
O=C(CSc1nnc(Cc2ccccc2)o1)N1CCc2ccccc21,-18,-13,-1.9,4,-4,3,0,-24,-10
COc1ccccc1N1CCN(C(=O)/C=C/c2ccccc2)CC1,-18,1,0.3,3,0,4,-4,1,-4
O=c1[nH]nc(CNc2ccc(C(F)(F)F)cc2)c2ccccc12,-14,-11,0.0,4,-1,6,2,-27,-9
O=C(CSc1nnc(CNC(=O)c2cccs2)o1)NCCc1ccccc1,2,9,-0.8,6,-1,1,1,-1,6
COc1cccc(-n2c(Cc3cc(=O)[nH]c(=O)[nH]3)nnc2SCC(=O)N2CCCC2)c1,-11,-3,-2.5,0,1,-2,-3,0,-1
COc1ccc(OC)c(Cc2nnc(CCC(=O)NCc3ccsc3)o2)c1,-88,-4,0.7,3,0,3,-5,15,-6
CCOc1ccc(-n2c(SCC(=O)Nc3ccccc3C)n[nH]c2=O)cc1,-22,-11,-1.1,7,3,-2,-2,6,-5
COc1ccc([C@@H]2C[C@H]3CN(c4ccccc4)C(=O)[C@]34CCCN24)c(OC)c1OC,5,-14,0.2,5,-1,2,0,2,-8
CCOP(=O)(OCC)C(Nc1cccc([N+](=O)[O-])c1)c1ccccc1 (configuration not stated),4,-4,2.4,0,0,nt,-1,2,-2
COc1cccc(C(C)N(C)Cc2nc(-c3ccoc3)oc2C)c1 (configuration not stated),-4,0,-0.6,8,nt,4,4,-18,-13
O=C(Nc1ccc(Cl)cc1)c1cnc(-c2ccccc2)nc1-c1ccccc1,-19,6,0.7,8,3,6,1,-14,-8
Cc1cccc(CNC(=O)CCc2nnc(C3CCCCC3)o2)c1,-7,-14,3.0,7,-2,-1,5,-16,-3
COc1cc(C(=O)OCCCN=C2NS(=O)(=O)c3ccccc32)cc(OC)c1OC,-10,-4,0.4,10,0,3,2,4,-9
O=C(CSc1nc2cc([N+](=O)[O-])ccc2n1-c1ccc(F)cc1)NC1CCS(=O)(=O)C1 (configuration not stated),7,10,-0.9,-1,-2,4,-4,20,-5
CCc1nnc(NC(=O)/C=C/c2ccc(C)o2)s1,-18,-18,1.7,2,8,3,1,6,-4
COc1ccc2cc(CN(CC3CCCO3)S(=O)(=O)c3ccc(C(C)=O)cc3)c(=O)[nH]c2c1 (configuration not stated),6,11,-1.3,4,2,-1,-4,-21,-6

# The listing continues.
canonical_smiles,S1P4 antag,NPY2 pot ag,S1P4 agonist,BaF3 tox,Runt-CBFb FRET,NPY-Y1 antag,Ba/F3 V617F tox,NPY1 pot ag,RBBP9 inhibitor
O=C(O)CNC(=O)C(c1ccccc1)c1ccccc1,8,-13,-2.0,2,3,nt,-5,-1,2
Cc1ccc(C)c(C(=O)CN2C(=O)NC3(CCCCCCC3)C2=O)c1,8,-4,-2.4,1,-2,0,-3,-8,-2
CCOC(=O)C1CCN(CCC(=O)Nc2ccc(C)c(C)c2)CC1,-5,0,-0.2,-2,1,-1,-3,7,-1
Cc1ccccc1Cn1ccc(NC(=O)c2cnn3c(C(F)(F)F)cc(-c4ccco4)nc23)n1,-23,12,-4.5,5,0,10,-1,-12,10
O=S(=O)(NCCC1=CCCCC1)c1cccc2nsnc12,0,11,2.8,2,nt,-4,-1,20,9
COc1cc(/C=N/NC(=O)CCC(=O)NC2CCCCC2)ccc1C,-9,-12,-1.8,1,-3,5,3,-6,-3
Cc1nn2c(COc3ccc(NC(=O)c4ccccc4)cc3)nnc2c2ccccc12,-17,1,-1.0,2,1,2,-3,-26,0
CCOC(=O)NC(Nc1nnc(SCC)s1)(C(F)(F)F)C(F)(F)F,1,2,-0.9,-1,2,-2,-1,6,-6
Nc1nnc(SCC(=O)NCc2ccc3c(c2)OCO3)s1,5,5,1.5,2,-1,2,-2,-18,8
COC(=O)c1cccc(NC(=S)N2CCN(c3ccccc3F)CC2)c1,-9,-33,2.1,1,0,1,-1,5,-6
COc1cc(/C=N/NC(=O)C(N)=O)cc(OC)c1O,-22,-14,-1.6,1,5,-1,-1,1,11
CCN(CC)C(=O)C1CCCN(c2ccc([N+](=O)[O-])cc2/C=N/NC(=O)c2ccccc2)C1 (configuration not stated),0,-8,0.8,10,-4,1,4,3,-4
Cc1ccc(N2C(=O)SC(N(CC(=O)O)c3cccc(C)c3)C2=O)cc1 (configuration not stated),5,11,3.7,-3,3,4,-3,15,7
CCC(C)N(C(=O)Cn1nnc2ccccc21)C(C(=O)NCc1ccco1)c1cccc(OC)c1 (configuration not stated),-23,-11,0.1,-2,1,2,-2,-23,-6
Cc1cccc(OCCCC(=O)NCC(=O)Nc2cccc(C)c2C)c1,-17,-22,1.5,4,-4,5,1,-4,-11
CCOC(=O)CCCC(=O)N1CCOCCOCCN(C(=O)CCCC(=O)OCC)CCOCCOCC1,1,-3,-0.5,1,nt,-6,-4,3,-10
CCOC(=O)NC1(C(F)(F)F)NC(=O)N(Cc2ccco2)C1=O (configuration not stated),-6,7,3.6,3,2,5,-2,10,-7
CCOc1ccc(Nc2n[nH]c(=S)s2)cc1,-61,9,1.3,6,21,5,-3,9,4
CS(=O)(=O)N1CCN(C(=O)c2c(F)cccc2F)CC1,-18,2,3.5,4,2,2,-3,8,-10
CCn1nnc(-c2ccccc2NC(=O)c2cc(OC)cc(OC)c2)n1,-23,-4,-0.1,2,-12,4,0,-21,-3

# In the list so far, these have a Cl atom.
canonical_smiles,S1P4 antag,NPY2 pot ag,S1P4 agonist,BaF3 tox,Runt-CBFb FRET,NPY-Y1 antag,Ba/F3 V617F tox,NPY1 pot ag,RBBP9 inhibitor
Cc1cc(Cl)ccc1NC(=S)Nc1cccnc1,-8,-2,-0.8,4,1,3,-1,4,-4
O=C(Nc1ccc(Cl)cc1)c1cnc(-c2ccccc2)nc1-c1ccccc1,-19,6,0.7,8,3,6,1,-14,-8

# The list continues.
canonical_smiles,S1P4 antag,NPY2 pot ag,S1P4 agonist,BaF3 tox,Runt-CBFb FRET,NPY-Y1 antag,Ba/F3 V617F tox,NPY1 pot ag,RBBP9 inhibitor
Cc1nnc2n(Cc3ccccc3)c(=O)c3c4c(sc3n12)COC(C)(C)C4,5,7,-1.1,-2,-4,-11,-3,-20,-6
CC(=O)c1cccc(N(CC(=O)Nc2ccc(F)cc2)S(C)(=O)=O)c1,-13,-6,1.5,3,-1,4,-1,-16,-6
CC1Oc2ccccc2OC1C(=O)Nc1ccccn1 (configuration not stated),-10,14,0.3,3,-2,-1,-5,-1,2
COc1ccc(C(=O)/C=C/c2ccccc2)c(O)c1,7,-13,0.2,-3,0,2,-4,5,-3
Cc1cc(OCCCCN2C(=O)NC(C)(C)C2=O)ccc1[N+](=O)[O-],-21,0,0.5,3,-1,-3,-4,10,-3
CCn1ccnc1CN(C)C(=O)CCc1nnc(CCCc2ccccc2)o1,-4,1,0.4,-1,0,13,0,-10,-10
CNc1ccc(Br)cc(C(=O)/C=C/c2cccc(OC)c2)c1=O,5,11,1.7,4,5,3,1,-21,9
CC(O)c1nc2ccccc2n1C1CCCCC1 (configuration not stated),-9,-2,0.1,5,-1,-12,1,-13,6
Cc1ccccc1CSc1nc2c(c(=O)[nH]1)CCCC2,4,0,1.8,0,0,1,-1,-9,0
Clc1ccc(-c2ccccc2)nn1,12,5,0.9,1,1,nt,-1,-15,-11
COc1ccc(-c2cc(C(=O)Nc3c(C)n(C)n(-c4ccccc4)c3=O)no2)cc1OC,-3,-3,0.3,5,-1,2,0,6,-3
CCOC(=O)c1cc(C)sc1NC(=O)C1CCC1,-10,7,-3.5,3,-1,-1,-2,-14,-8
COc1cccc(NC(=O)C2C3C=CC(O3)C2C(=O)NCc2cccnc2)c1 (configuration not stated),10,0,-5.1,6,2,-1,5,-8,-3
CCCC(=O)N1CC(=O)Nc2ccc(F)cc2C1c1ccccc1 (configuration not stated),-2,-7,0.2,-2,-1,2,-5,-5,-9
O=C(COC(=O)COc1cccc(Br)c1)Nc1c(Cl)cccc1Cl,-3,1,-1.6,3,-2,1,0,-3,-4
CC(C)(C)NC(=O)CC(c1ccccc1)c1ccccc1O (configuration not stated),10,-11,-1.5,1,1,9,-5,-2,3
COc1cc(/C=C/C(=O)OCC(=O)NC(=O)NC(C)C)cc(S(=O)(=O)N2CCc3ccccc32)c1OC,-45,21,1.2,2,-4,2,-1,10,-11
Oc1c(Cl)cc(Cl)cc1C=Nc1ccc(Br)cc1,-8,-7,0.1,6,-49,-3,-1,41,-3
Cc1ccc(CNC(=O)Cn2ccc3ccccc3c2=O)o1,1,8,0.1,-1,4,3,-4,-3,1
CCCCN(C(=O)c1cc(=O)[nH]c2ccccc12)c1c(N)n(CCC)c(=O)[nH]c1=O,4,9,0.6,-3,0,nt,-4,-1,-4

# (continued)
canonical_smiles,S1P4 antag,NPY2 pot ag,S1P4 agonist,BaF3 tox,Runt-CBFb FRET,NPY-Y1 antag,Ba/F3 V617F tox,NPY1 pot ag,RBBP9 inhibitor
COC(=O)c1ccc(C(=O)OC)c(NC(=O)CN2CCN(c3ccccc3OC)CC2)c1,-18,-15,2.5,6,-3,2,1,5,-4
Cc1ccc2cccc(OC(=O)/C=C\c3ccccc3)c2n1,-9,3,0.3,4,0,11,2,-8,-4
Cc1ccc(-c2noc(-c3ccccc3C(=O)NCC3CCCO3)n2)cc1 (configuration not stated),-24,0,0.9,4,-1,3,-2,-28,3
C=CCOc1ccc(CNc2nccs2)cc1,-20,-11,-1.0,6,0,-1,4,-14,-3
COc1ccc(-c2ncc3ccccn23)cc1,-11,3,-0.2,1,2,3,-3,10,-10
